Screening data (PubChem BioAssay)
LGR2 inh = inhibitors of bursicon-induced LGR2 CRE-luciferase signal, primary screen, cell-based, HEK293, CRE-luciferase reporter, bursicon stimulation. Drosophila bursicon receptor LGR2 (rickets). bursicon-stimulated, 4 h. inhibition, % at 9.99 µM. hit rate 0.35% among 380,000. AID 720647, 2013;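 active = drop in luminescence signal, shown as inhibition above about 50% in the replicate tests, limit read from the data, passing the limit was not always enough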;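 note: agonist challenge used bursicon conditioned medium at about half maximal strength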
ARNT-TACC3 inh = disruptors of ARNT/TACC3 protein interaction, primary screen, biochemical, AlphaScreen, single concentration | Transforming acidic coiled-coil-containing protein 3 (Homo sapiens), Q9Y6A5 | AlphaScreen His-ARNT PAS-B/GST-TACC3 binding, luminescence; TACC3 fragment carries E629A point mutation | inhibition, % at 9.99 µM | hit rate 0.66% among 390,000;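 active = mean inhibition of replicates at least 50% and at least half of replicates each reaching 50%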;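 note: 0% = complete ARNT plus TACC3 wells and 100% = ARNT alone without TACC3; many hits fall short of the cut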
PglD DTNB = C. jejuni PglD acetyltransferase inhibitors, primary screen, biochemical, DTNB colorimetric, single point; hit rate 0.098% among 360,000; inhibition, % at 12.5 µM; AID 602405, 2012; purified PglD enzyme, DTNB colorimetric CoA detection; UDP-N-acetylbacillosamine N-acetyltransferase PglD (Campylobacter jejuni); in the data active = inhibition above about 16%, passing the limit was not always enough; note: strong numbers were not always called active
PGC1a acetyl inh = inhibitors of PGC1a acetylation signal, primary screen, cell-based, U2OS, AlphaScreen, inhibitor mode | AID 651687, 2012 | inhibition, % at 15.6 µM | AlphaScreen anti-acetyl-lysine; with virally co-expressed GCN5 acetyltransferase | hit rate 0.17% among 350,000;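 active = every replicate shows inhibition of at least 40%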;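 note: 0% = neutral control wells and 100% = positive control wells; some results beyond the cut were filed as inactive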
GSIS activator = GLuc luminescence reporter in INS-1E cells, primary screen for activators of glucose-dependent secretion of insulin | INS-1E GLuc reporter insulin secretion, 2-3 h | activation, % at 16.6 µM | hit rate 0.61% among 370,000 | AID 743287, 2014;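 active = lowest replicate activation of at least 40%, so every replicate reaches that level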;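 note: 0% = median of neutral control wells and 100% = median of IBMX positive control wells; some compounds called inactive have numbers as strong as hits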
C2C12 statin = suppressors of statin myotoxicity in C2C12 myotubes, primary screen, cell-based, single point, plate reader; C2C12 myotubes + simvastatin, ATP luminescence, 48 h; scaled: DMSO 0, geranylgeraniol control 100; rescue of ATP level, % at 7.49 µM; hit rate 0.78% among 330,000;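 active = mean ATP rescue above about 67%, or every replicate alone reaching that limit, limit read from the data, passing the limit was not always enough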;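 note: myotubes were challenged with 10 µM simvastatin during compound exposure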
Cneo AK release = Cryptococcus neoformans cell lysis inducers, primary screen, AK release luminescence, single concentration; C. neoformans lysis, adenylate kinase release luminescence, 4 h; normalised: neutral wells 0, clomiphene wells 100; lysis activity, % at 15 µM; hit rate 0.2% among 360,000;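 active = mean lysis activity across replicates of at least 80%, whatever share of replicates individually reach that level; inactive = mean lysis activity below 80%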
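read-out = cell lysis signal | test system = log-phase Cryptococcus neoformans yeast cells | input = cells at 5 × 10^6 per mL | medium = fresh YPD growth medium | signal = luminescent adenylate kinase detection reagent | timing = 4 h at 37 °C static, read 1 h later | dosing = single dose | controls = Clomiphene as positive lysis control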
PAX8 reporter = inhibitors of PAX8-driven TPO luciferase reporter, primary screen, RMG-I cells, single concentration; SteadyGlo, 24 h; inhibition, % at 12.6 µM; hit rate 1.2% among 360,000; AID 652154, 2013;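 active = mean replicate inhibition at least 60% with every replicate also reaching 60%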;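 note: luciferase light reporting Pax8 driven TPO promoter activity; plate controls were median of neutral control wells for no effect and mitoxantrone controls for full effect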
The depositor's hits bear a star.

CC(=O)CSc1ncnc2c1oc1ccccc12 was read as PglD DTNB 8, PGC1a acetyl inh 2, C2C12 statin 2 and Cneo AK release 2.
For Cn1ncc(Cl)c1C(=O)N1CCN(S(=O)(=O)c2ccc(Cl)s2)CC1 the results were LGR2 inh -1, ARNT-TACC3 inh -3, PglD DTNB -2, GSIS activator 19, C2C12 statin 1, Cneo AK release 5 and PAX8 reporter 9.
`COc1ccc(S(=O)(=O)N[C@@H]2CC[C@@H](CCn3cc(-c4ccccc4F)nn3)O[C@@H]2CO)cc1` gave LGR2 inh 13, ARNT-TACC3 inh -10, PglD DTNB -1, PGC1a acetyl inh 1, GSIS activator -1, C2C12 statin 7, Cneo AK release -2 and PAX8 reporter -7.
Screening C[C@H]1CN([C@@H](C)CO)C(=O)c2cc(NS(=O)(=O)c3ccc(Cl)cc3)ccc2O[C@@H]1CN(C)C(=O)NC1CCCCC1 returned LGR2 inh 11, ARNT-TACC3 inh 1, PglD DTNB -2, PGC1a acetyl inh -6, GSIS activator 0, C2C12 statin 0, Cneo AK release -2 and PAX8 reporter -9.
CO[C@H]1CN(C)C(=O)c2ccc(NC(C)=O)cc2OC[C@H](C)N(C(=O)c2ccccc2F)C[C@@H]1C was read as LGR2 inh -2, ARNT-TACC3 inh 14, PglD DTNB 0, PGC1a acetyl inh -1, GSIS activator 0, C2C12 statin 0, Cneo AK release 52 and PAX8 reporter -19.
Screening Cc1ccc(S(=O)(=O)N(C)c2ccc(C(=O)NCc3ccccc3F)cc2)cc1 returned LGR2 inh -8, ARNT-TACC3 inh -23, PGC1a acetyl inh -6 and GSIS activator -15.
`CNC[C@H]1Oc2c(NC(=O)c3cnccn3)cccc2C(=O)N([C@H](C)CO)C[C@@H]1C` gave LGR2 inh -18, ARNT-TACC3 inh 7, PglD DTNB 1, PGC1a acetyl inh 2, GSIS activator 1, C2C12 statin -41, Cneo AK release 3 and PAX8 reporter -3.
Screening CNc1ccccc(-c2ccc3cc4c(cc3n2)OCO4)c1=O returned LGR2 inh -3, PglD DTNB 2, PGC1a acetyl inh -1, GSIS activator -2, C2C12 statin -8, Cneo AK release -3 and PAX8 reporter 0.
Screening O=C(CN1CCN(c2ccc(F)cc2)CC1)c1cccs1 returned LGR2 inh -24, ARNT-TACC3 inh 21, GSIS activator -9 and PAX8 reporter 8.
`CCc1nnnn1-c1ccc([N+](=O)[O-])cc1C` gave LGR2 inh -6, ARNT-TACC3 inh -11, PGC1a acetyl inh 8, GSIS activator 1 and PAX8 reporter -50.
For C[C@@H]1CN([C@H](C)CO)C(=O)c2cc(C#CCN(C)C)cnc2O[C@H]1CN(C)Cc1ccccc1 the results were LGR2 inh 3, ARNT-TACC3 inh -1, PglD DTNB 2, PGC1a acetyl inh 7, GSIS activator 3, C2C12 statin 2 and Cneo AK release 1.
Screening C[C@@H]1CN([C@@H](C)CO)S(=O)(=O)c2ccc(-c3cccc(F)c3)cc2O[C@@H]1CN(C)S(=O)(=O)c1ccccc1 returned LGR2 inh 3, ARNT-TACC3 inh -7, PglD DTNB 0, PGC1a acetyl inh 6, GSIS activator -22, C2C12 statin -25 and Cneo AK release 0.
`CCCN1C[C@@H](C)[C@@H](OC)CN(C)C(=O)c2cc(NC(=O)Nc3c(C)noc3C)ccc2OC[C@H]1C` gave LGR2 inh 23, ARNT-TACC3 inh -4, PglD DTNB 0, PGC1a acetyl inh -4, GSIS activator -4, C2C12 statin -11, Cneo AK release -7 and PAX8 reporter -36.
For OC[C@H]1[C@@H](c2ccc(-c3cccnc3)cc2)[C@@H]2CN(CC3CC3)CCCCN12 the results were LGR2 inh -17, ARNT-TACC3 inh 2, PglD DTNB 1, PGC1a acetyl inh -1, GSIS activator 3, C2C12 statin 4, Cneo AK release -3 and PAX8 reporter -33.
`COc1ccc(OCCOC(=O)CN2C(=O)NC3(CCCC3)C2=O)cc1` gave LGR2 inh 8, ARNT-TACC3 inh 5, PglD DTNB -1, GSIS activator 22, C2C12 statin 7, Cneo AK release 1 and PAX8 reporter -4.
For Cc1coc2c1c(C)cc1oc(=O)c(CC(=O)N[C@@H](C)C(=O)O)c(C)c12 the results were LGR2 inh 7, ARNT-TACC3 inh 1, PglD DTNB -1, PGC1a acetyl inh 6, GSIS activator 9, C2C12 statin 0, Cneo AK release -1 and PAX8 reporter -14.
`C[C@@H]1CN([C@H](C)CO)C(=O)c2cc(Br)cnc2O[C@H]1CN(C)C(=O)C1CC1` gave LGR2 inh 2, PGC1a acetyl inh -4, GSIS activator 20 and C2C12 statin -15.
O=C(c1cscn1)N1CCCC(N2CCN(c3ccc(F)cc3)CC2)C1 (stereo not given) was read as LGR2 inh -10, ARNT-TACC3 inh -5, PglD DTNB -3, PGC1a acetyl inh -8, GSIS activator 2, Cneo AK release 4 and PAX8 reporter 4.
Cc1ccc(OCCC(=O)OCC(=O)Nc2ccc3[nH]c(=O)[nH]c3c2)cc1 was read as LGR2 inh -2, ARNT-TACC3 inh -9, GSIS activator 37 and PAX8 reporter 12.
For O=C(c1ccc(Cl)c([N+](=O)[O-])c1)N(Cc1cccc(Cl)c1)C1CCS(=O)(=O)C1 (stereo not given) the results were LGR2 inh 0, ARNT-TACC3 inh -20, PGC1a acetyl inh -17, GSIS activator 6, C2C12 statin -4 and PAX8 reporter 14.
For O=C(Nc1ccc(N2CCOCC2)c(S(=O)(=O)Nc2ccccc2Cl)c1)c1ccccc1 the results were LGR2 inh 5, ARNT-TACC3 inh 15, PglD DTNB -3, GSIS activator -2, C2C12 statin 2, Cneo AK release -1 and PAX8 reporter 16.
For O=C(NCC1CCCO1)c1c(O)nc2sccn2c1=O (stereo not given) the results were LGR2 inh -15, ARNT-TACC3 inh 2, PglD DTNB -2, PGC1a acetyl inh -5, GSIS activator 6, C2C12 statin 3, Cneo AK release 5 and PAX8 reporter 4.
Screening Oc1c(CN2CCOCC2)cc(-c2ccccc2)cc1CN1CCOCC1 returned ARNT-TACC3 inh -1, PGC1a acetyl inh -2, GSIS activator -12 and C2C12 statin 8.
For COc1ccc(S(=O)(=O)N(C)C[C@H]2OCCCC[C@H](C)Oc3ccc(NS(=O)(=O)c4c(C)noc4C)cc3C(=O)N([C@@H](C)CO)C[C@@H]2C)cc1 the results were ARNT-TACC3 inh 6, PglD DTNB -2, PGC1a acetyl inh 8, Cneo AK release -1 and PAX8 reporter 25.
`CCOC(=O)c1ccc(N=c2ssnc2Cl)cc1` gave LGR2 inh 5, ARNT-TACC3 inh 5, PglD DTNB 0, PGC1a acetyl inh 25, GSIS activator -14, C2C12 statin 5, Cneo AK release 14 and PAX8 reporter -19.
Cc1ccccc1N1Cc2ccccc2C1=O was read as LGR2 inh -22, PglD DTNB 0, GSIS activator -16, C2C12 statin 13, Cneo AK release 0 and PAX8 reporter 5.
For CCn1c(=NC(=O)CSCC(=O)Nc2nccs2)sc2ccccc21 the results were ARNT-TACC3 inh -4, PglD DTNB 2, PGC1a acetyl inh -8 and Cneo AK release -1.
`Cc1cc(=O)oc2cc(NC(=O)c3cccc(Br)c3)ccc12` gave LGR2 inh -29, ARNT-TACC3 inh -3, PglD DTNB 2, PGC1a acetyl inh -1, GSIS activator -9, C2C12 statin -26, Cneo AK release -1 and PAX8 reporter -49.
Cc1ccc2c(CSc3nncn3C)cc(=O)oc2c1C was read as LGR2 inh -51, ARNT-TACC3 inh 2, PglD DTNB -4, PGC1a acetyl inh -2, GSIS activator 11, C2C12 statin 0, Cneo AK release -2 and PAX8 reporter 8.
Screening COc1ccc2c(c1)oc(=O)c1ccccc12 returned LGR2 inh -93, ARNT-TACC3 inh -26, PglD DTNB 3, PGC1a acetyl inh -6, GSIS activator 8, C2C12 statin 2 and Cneo AK release 0.
Cc1cc(C)c(C)c(S(=O)(=O)NCC(=O)NCC2CCCCC2)c1C was read as LGR2 inh -20, ARNT-TACC3 inh 0, GSIS activator -37, C2C12 statin 0 and PAX8 reporter -11.
`O=[N+]([O-])c1ccc(N2CCN(Cc3ccccc3)CC2)s1` gave LGR2 inh -9, ARNT-TACC3 inh 9, PglD DTNB 2, PGC1a acetyl inh -3, GSIS activator 13, C2C12 statin 12, Cneo AK release 1 and PAX8 reporter 10.
COc1ccc(CNC(=O)[C@H](Cc2ccccc2)NC(=O)CC[C@H]2O[C@@H](n3ccc(=O)[nH]c3=O)[C@H](O)[C@@H]2O)cc1 was read as LGR2 inh 0, PglD DTNB 7, PGC1a acetyl inh 7, GSIS activator -7, C2C12 statin 7, Cneo AK release 0 and PAX8 reporter 8.
Screening Cc1nn2cnnc2c(C)c1Cc1ccc(Cl)cc1 returned LGR2 inh 3, ARNT-TACC3 inh -5, PglD DTNB 1, GSIS activator 5, C2C12 statin -2, Cneo AK release 0 and PAX8 reporter 15.
For CC(=O)N(C)C[C@@H]1Oc2cc(C#Cc3ccc(F)cc3)ccc2S(=O)(=O)N([C@@H](C)CO)C[C@@H]1C the results were LGR2 inh -5, ARNT-TACC3 inh 21, PglD DTNB 0, PGC1a acetyl inh -5, GSIS activator -16, C2C12 statin 30, Cneo AK release 41 and PAX8 reporter 17.
Cn1ncc2c(NNC(=O)C3CCCCC3)ncnc21 was read as LGR2 inh -10, ARNT-TACC3 inh 3, GSIS activator 9 and PAX8 reporter 19.

An excerpt from above in order of count of non-hydrogen atoms, lowest first:
`O=[N+]([O-])c1ccc(N2CCN(Cc3ccccc3)CC2)s1` gave LGR2 inh -9, ARNT-TACC3 inh 9, PglD DTNB 2, PGC1a acetyl inh -3, GSIS activator 13, C2C12 statin 12, Cneo AK release 1 and PAX8 reporter 10.
Screening Oc1c(CN2CCOCC2)cc(-c2ccccc2)cc1CN1CCOCC1 returned ARNT-TACC3 inh -1, PGC1a acetyl inh -2, GSIS activator -12 and C2C12 statin 8.
For CC(=O)N(C)C[C@@H]1Oc2cc(C#Cc3ccc(F)cc3)ccc2S(=O)(=O)N([C@@H](C)CO)C[C@@H]1C the results were LGR2 inh -5, ARNT-TACC3 inh 21, PglD DTNB 0, PGC1a acetyl inh -5, GSIS activator -16, C2C12 statin 30, Cneo AK release 41 and PAX8 reporter 17.

6 compounds picked at random from the list so far:
Screening Oc1c(CN2CCOCC2)cc(-c2ccccc2)cc1CN1CCOCC1 returned ARNT-TACC3 inh -1, PGC1a acetyl inh -2, GSIS activator -12 and C2C12 statin 8.
For CCn1c(=NC(=O)CSCC(=O)Nc2nccs2)sc2ccccc21 the results were ARNT-TACC3 inh -4, PglD DTNB 2, PGC1a acetyl inh -8 and Cneo AK release -1.
Cc1cc(C)c(C)c(S(=O)(=O)NCC(=O)NCC2CCCCC2)c1C was read as LGR2 inh -20, ARNT-TACC3 inh 0, GSIS activator -37, C2C12 statin 0 and PAX8 reporter -11.
Cn1ncc2c(NNC(=O)C3CCCCC3)ncnc21 was read as LGR2 inh -10, ARNT-TACC3 inh 3, GSIS activator 9 and PAX8 reporter 19.
Screening COc1ccc2c(c1)oc(=O)c1ccccc12 returned LGR2 inh -93, ARNT-TACC3 inh -26, PglD DTNB 3, PGC1a acetyl inh -6, GSIS activator 8, C2C12 statin 2 and Cneo AK release 0.
For CC(=O)N(C)C[C@@H]1Oc2cc(C#Cc3ccc(F)cc3)ccc2S(=O)(=O)N([C@@H](C)CO)C[C@@H]1C the results were LGR2 inh -5, ARNT-TACC3 inh 21, PglD DTNB 0, PGC1a acetyl inh -5, GSIS activator -16, C2C12 statin 30, Cneo AK release 41 and PAX8 reporter 17.
